PI4K2A block: PI4K2A (human) kinase inhibition; purified PI4K2A, ADP-Glo luminescence, 1 h; hits give low values; 420,000 tested, 0.13% active; Q9BTU6; activity change, negative = inhibition, % at 76.9 µM; AID 1346378; in the data active = activity change below about -50%; inconclusive = mostly about -30% to -49%;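 also: -100% = wells without enzyme as full effect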
Target sequence (Q9BTU6 whole entry, looked up): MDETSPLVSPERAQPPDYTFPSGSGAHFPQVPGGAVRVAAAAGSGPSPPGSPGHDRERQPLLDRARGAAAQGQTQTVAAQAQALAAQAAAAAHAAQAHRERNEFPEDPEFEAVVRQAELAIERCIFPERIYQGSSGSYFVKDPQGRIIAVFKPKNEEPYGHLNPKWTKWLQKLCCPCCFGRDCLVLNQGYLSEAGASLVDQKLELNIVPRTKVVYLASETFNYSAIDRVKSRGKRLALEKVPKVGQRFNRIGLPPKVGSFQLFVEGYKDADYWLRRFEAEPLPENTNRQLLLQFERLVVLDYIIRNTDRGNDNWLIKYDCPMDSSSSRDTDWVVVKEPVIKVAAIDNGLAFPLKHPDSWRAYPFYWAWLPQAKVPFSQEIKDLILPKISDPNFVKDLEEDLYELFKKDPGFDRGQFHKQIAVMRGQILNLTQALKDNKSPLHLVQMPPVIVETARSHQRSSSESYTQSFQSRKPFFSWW
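PI4K2A activity was measured by ADP-Glo luminescence: enzyme (4 ug/mL stock) and phosphatidylinositol (1.2 mM stock) in Tris pH 7.5/MgCl2/EGTA/Triton X-100 buffer were reacted with ATP (300 microM stock) for one hour at ambient temperature.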
mIDH1 inhibitor: blocks human mutant IDH1 R132H enzyme. O75874. IDH1-R132H enzyme, NADPH consumption, diaphorase/resazurin fluorescence. Potency, µM (top dose mostly 76.6 µM), inactives show top-dose activity change, negative = inhibition, usual class: inhibitors. 390,000 tested, 0.093% active. AID 602179; also: potency is read from the fitted curve at half-maximal effect; % is scaled to controls: 0 for no effect and ±100 for the full control effect; nearly all actives have a fitted effect of over 65% in size
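IDH1-R132H (0.5 ug/mL dispensed) in pH 7.5 Tris buffer was preincubated 30 min with compound, then given a substrate mix of 0.016 mM NADPH and 2 mM alpha-KG for 80 min at room temperature; remaining NADPH was read by diaphorase/resazurin fluorescence.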
TrxR1 inh: inhibitors of rat thioredoxin reductase 1. recombinant rTrxR1, NADPH fluorescence consumption, selenite substrate. 390,000 tested, 1% active. O89049. Potency, µM (top dose mostly 114 µM), inactives show at the top dose activity change, negative = inhibition, most hits filed as inhibitors; also: potency is read from the fitted curve at half-maximal effect; % is scaled to controls: 0 for no effect and ±100 for the full control effect; nearly all actives have a fitted effect of over 65% in size
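Rat TrxR1 (90 nM in the dispensed reagent) was pre-reduced with 400 uM NADPH for 5 min at room temperature, then incubated with compound for 15 min. After 400 uM selenite was added, NADPH fluorescence (Ex 340/Em 450 nm) was followed for 8 min.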
HP1b binding inh: inhibitors of HP1-beta chromodomain binding to methylated histone tails | P83916 | AlphaScreen HP1-beta / biotin-H3K9me3 peptide binding | Potency, µM (titrated, usually from 114 µM), for inactives: top-dose activity change, negative = inhibition, usual class: inhibitors | 390,000 tested, 0.56% active | AID 540317; also: potency is read from the fitted curve at half-maximal effect; nearly all actives have a fitted effect of over 70% in size; inactives centre near 23
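HP1-beta protein (50 nM final) preincubated 30 min at room temperature with biotinylated H3(1-18)K9me3 peptide (50 nM) in PBS pH 7.4, 0.01% Tween-20, then compound added for 30 min. AlphaScreen streptavidin donor/nickel chelate acceptor beads (10 ug/mL final), 30 min dark, luminescence read.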
PGK inhibitor: inhibitors of T. brucei phosphoglycerate kinase; Potency, µM (highest dose often 57.5 µM), without a hit: top-dose activity change, negative = inhibition, usual class: inhibitors; 380,000 tested, 0.043% active; PGK/GAPDH coupled, Kinase-Glo luminescence, 60 min; P07378; also: potency is read from the fitted curve at half-maximal effect; % is scaled to controls: 0 for no effect and ±100 for the full control effect; nearly all actives have a fitted effect of over 60% in size
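Recombinant glycosomal PGK reaction used 1,3-bisphosphoglycerate generated in-well by GAPDH (100nM final) in 100mM TEA pH 7.6, 5mM MgCl2, 0.01% Tween-20. After 60 minutes at room temperature, ATP was read by Kinase-Glo Plus luminescence end-point.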
Pin1 inhibitor: blocks the human prolyl isomerase Pin1. Pin1 FP peptide displacement, HiFluor488, 10 min. 390,000 tested, 0.009% active. Q13526. Potency, µM (doses to about 115 µM), inactives show at the highest dose activity, negative = inhibition, actives largely listed as inhibitors; active = well fitted inhibition curve with a large enough effect in the polarisation, with a control signal flat, not every such curve was filed as active; inconclusive = small, poorly fitted or top-dose-only effect, or effect the other way, or a change in a side signal; inactive = no such curve, though single readings can be large or run the other way; the % refers to the polarisation; also: potency is read from the fitted curve at half-maximal effect; % is scaled to controls: 0 for no effect and ±100 for the full control effect
USP1-UAF1 inh: blocks the human USP1/UAF1 deubiquitinase complex; O94782; recombinant USP1/UAF1, Ub-Rhodamine cleavage fluorescence; Potency, µM (top dose mostly 57.1 µM), for the others: at the highest dose activity change, negative = inhibition, actives largely listed as inhibitors; 390,000 tested, 0.23% active; AID 743255; also: potency is read from the fitted curve at half-maximal effect; % is scaled to controls: 0 for no effect and ±100 for the full control effect; nearly all actives have a fitted effect of over 60% in size; inactives centre near -12
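USP1/UAF1 complex at 1 nM was preincubated with compound for 15 min at room temperature, then Ub-Rho substrate (150nM final) was added. Fluorescence (480/540 nm) was read kinetically, 6 reads every 60 seconds.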
TrxR1 substrate: rat thioredoxin reductase 1 substrate activity | purified TrxR1 substrate turnover, NADPH consumption readout | AID 588456 | O89049 | Potency, µM (doses to about 114 µM), for inactives: at the top dose activity change, negative = substrate turnover | 390,000 tested, 0.01% active; also: potency is read from the fitted curve at half-maximal effect; % is scaled to controls: 0 for no effect and ±100 for the full control effect; nearly all actives have a fitted effect of over 50% in size
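Rat TrxR1, dispensed at 90 nM, was prereduced with 400 uM NADPH (final) for 5 min at ~22 deg C, then incubated with compound 15 min before 400 uM selenite. A first-read NADPH fluorescence drop versus no-compound background flagged substrates.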
GLS inhibitor: blocks human kidney-isoform glutaminase activity | O94925 | GLS enzymatic activity, qHTS titration | Potency, µM (series often up to 45.5 µM), inactives show at the highest dose activity change, negative = inhibition, actives largely listed as inhibitors | 410,000 tested, 0.21% active | AID 624170; also: potency is read from the fitted curve at half-maximal effect; % is scaled to controls: 0 for no effect and ±100 for the full control effect
Target sequence (O94925 whole entry, looked up, canonical isoform): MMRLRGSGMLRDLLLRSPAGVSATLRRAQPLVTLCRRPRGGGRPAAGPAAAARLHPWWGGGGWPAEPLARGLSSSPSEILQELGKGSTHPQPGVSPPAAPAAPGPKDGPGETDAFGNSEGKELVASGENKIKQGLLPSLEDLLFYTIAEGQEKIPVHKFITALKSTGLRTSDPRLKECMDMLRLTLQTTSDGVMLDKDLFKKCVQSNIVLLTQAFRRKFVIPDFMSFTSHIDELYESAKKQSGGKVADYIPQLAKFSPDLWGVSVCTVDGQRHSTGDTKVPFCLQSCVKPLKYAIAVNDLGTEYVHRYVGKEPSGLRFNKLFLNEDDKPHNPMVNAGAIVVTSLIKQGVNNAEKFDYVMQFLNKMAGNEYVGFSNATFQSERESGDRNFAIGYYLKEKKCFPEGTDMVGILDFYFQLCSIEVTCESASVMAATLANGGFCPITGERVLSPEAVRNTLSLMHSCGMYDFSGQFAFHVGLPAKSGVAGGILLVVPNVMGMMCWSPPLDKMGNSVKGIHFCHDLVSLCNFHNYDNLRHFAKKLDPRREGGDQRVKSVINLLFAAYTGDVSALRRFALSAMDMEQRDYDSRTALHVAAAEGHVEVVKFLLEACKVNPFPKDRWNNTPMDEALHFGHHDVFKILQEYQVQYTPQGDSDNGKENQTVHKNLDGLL
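hKGA; 45 mM KH2PO4 pH 8.2 + 0.02% Tween-20; cpd via pin tool; 1 mM Gln soln; GluOx/HRP/Amplex Red; RT 30 min; fluor. t0 & final.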
Numbers without * were called inactive; i = inactive; u = inconclusive; x = no result given; & = joins results of further samples; [ ] = dose if it differs, or a comment. Unless noted, calls follow the shape of the dose curve; as a rule, active = well fitted curve in the direction sought with a large enough effect; inconclusive = small, poorly fitted or top-dose-only effect, or another doubt; inactive = no such curve, though single readings can be large; an effect the other way counts as inactive or inconclusive. These rows are one share of the data; count on the stated rates, not on these rows.

No.	PI4K2A block	PGK inhibitor	Pin1 inhibitor	GLS inhibitor	TrxR1 substrate	mIDH1 inhibitor	USP1-UAF1 inh	HP1b binding inh	TrxR1 inh	Compound
1	3.3	i	-10.5%	-10.1%	-6.9%	1.9%	-15.2%	36.4%	-13.0%	O=C(NCC1(c2ccccc2)CCCC1)C(=O)NCC1(c2ccccc2)CCCC1
2	5.1	-2.8%	-2.4%	-2.7%	3.4%[57.1 µM]	-5.2%	-14.7%	42.5%[activator]	22.7%[57.1 µM]	CC1CCCCN1S(=O)(=O)c1ccc2c(c1)CCN2C(=O)C1CC1 (centres undefined)
3	-21.3	-8.2%	2.0%	6.3%	72.4%[activator]	0.0%	-16.1%	38.3%	-12.4%	Cc1ccccc1-n1c2nc(=O)[nH]c(=O)c-2cc2c(Cl)cccc21
4	-2.6	i	-5.0%	-7.0%	-22.4%[57.1 µM]	1.2%	-18.9%	12.2%	11.5%[57.1 µM]	Cc1cc(N/N=C/c2ccccc2F)nc(NCc2ccccc2)n1
5	-1.2	-3.5%	1.1%	-8.7%	-9.9%	-6.0%	-10.9%	22.9%	-16.8%	CC1CCCCC1NC(=O)C1CCN(S(=O)(=O)c2ccc3c(c2)CCC(=O)N3)CC1 (centres undefined)
6	1.8	x	16.2%	-15.2%	4.0%	0.5%	-11.0%	39.6%[activator]	13.8%	Cc1ccc(NC(=O)c2ccc(N3C(=O)C4CC=C(Cl)CC4C3=O)cc2)cc1 (centres undefined)
7	0.3	1.1%	0.8%	1.9%	1.4%[57.1 µM]	-2.5%	-19.1%	22.4%	12.9%[57.1 µM]	CN=C1SC(C(=O)Nc2ccccc2Cl)CC(=O)N1c1ccc(OC(F)(F)Cl)cc1 (centres undefined)
8	-2.1	-1.7%	11.4%	8.3%	2.7%[57.1 µM]	-5.8%	-17.2%	0.1%	6.3%[57.1 µM]	CCOc1ccc(NC(=O)CCNC(=O)Cn2ccc3ccccc3c2=O)cc1
9	-3.1	-4.7%	-12.5%	-3.0%	-4.6%	-3.0%	-6.7%	25.2%	14.2%	O=C(CN1C(=O)CCS(=O)(=O)c2ccccc21)NCCc1ccccc1
10	3.6	i	-11.7%	-7.0%	-6.8%	3.9%	-12.1%	21.1%	-11.5%	N#Cc1ccc(NC(=O)COC(=O)c2cccnc2Cl)cc1
11	-14.7	9.4%	-3.4%	-2.2%	-2.5%	-9.5%	-32.2%	16.5%	2.3%	CCOC(=O)N1CCN(c2ncc3c(n2)CC(c2ccc(OC)c(OC)c2)CC3=O)CC1 (centres undefined)
12	-3.5	-1.3%	5.0%	0.0%	-1.7%	5.3%	5.2%	9.8%	20.8%	NC(=O)CSc1nnc(Cn2c(=O)sc3ccccc32)n1-c1cccc(Cl)c1
13	-11.7	8.9%	-4.1%	0.0%	5.9%[57.1 µM]	0.9%	-11.9%	39.7%[activator]	6.5%	CCC(C)C(NC(N)=O)C(=O)Nc1ccc(S(=O)(=O)Nc2ccc(OC)cc2)cc1 (centres undefined)
14	-0.8	-5.6%	-1.0%	1.5%	-4.5%	4.2%	0.9%	14.4%	22.5%	CCc1ccc(NC(=O)N(Cc2cccnc2)Cc2ccco2)cc1
15	-2.1	-2.9%	-8.2%	-3.4%	-3.3%	2.5%	-25.9%	50.9%[activator]	-8.8%	O=c1oc2ccccc2n1CCn1c2ccccc2c2nc3ccccc3nc21
16	-4.1	-1.4%	-4.3%	2.7%	-20.9%	9.1%	-22.7%	u	-18.9%	Cc1sc(N)c(C(=O)c2ccccc2Cl)c1C
17	-3.0	-9.5%	5.7%	0.8%	-11.9%[57.1 µM]	7.6%	-11.7%	17.8%	32.7%[57.1 µM]	CCOC(=O)C1(Cc2cccc(F)c2)CCN(Cc2cnc(C)s2)CC1
18	3.2	-0.8%	-1.9%	0.0%	-2.9%	4.1%	-11.8%	26.2%	3.4%	COc1ccccc1CCN=C(N)NS(=O)(=O)c1ccc(F)cc1
19	1.1	-0.7%	5.8%	6.4%	10.5%[57.1 µM]	6.6%	-21.0%	19.8%	5.8%[11.4 µM]	c1ccc2c(c1)ccn2CCCN1CCCCC1
20	15.8	-17.0%	3.0%	-14.7%	-0.9%	10.6%	-24.9%	57.6%[activator]	4.2%	O=C(CSc1ncnc2c1cnn2Cc1ccccc1)Nc1ccc2c(c1)OCCO2
21	2.4	19.0%	8.9%	1.6%	3.4%	-1.1%	-14.9%	22.6%	15.9%	CC1=C(C(=O)OC(C)C)C(c2ccsc2)NC(=O)N1C (centres undefined)
22	5.7	-11.1%	-6.0%	1.2%	4.1%	-1.5%	-9.7%	32.8%	29.7%	O=C(CCc1ccccc1)Nc1cccnc1Cl
23	2.8&3.0	4.0%&-6.1%	-6.6%&-1.8%	-8.8%	54.5%[activator][57.1 µM]	8.0%&-0.2%	-27.2%&-19.4%	39.5%&24.9%	7.7%[57.1 µM]	c1ccc2[nH]c(-c3ccnc4ccccc34)nc2c1
24	-3.3	2.1%	-3.1%	-9.5%	-12.5%	0.0%	-25.6%	-2.8%	1.6%	O=C(CCC(=O)OCc1ccc(Cl)cc1)Nc1cccc([N+](=O)[O-])c1
25	-0.8	-5.6%	9.2%	-4.3%	-12.7%	1.0%	-14.1%	93.0%[activator]	-16.6%	COC(=O)c1ccccc1NC(=O)c1cccs1
26	-1.6&-1.9	-1.0%	1.3%&4.0%	-5.3%&-6.1%&4.9%	4.8%&-1.6%	10.8%&3.0%	-32.3%&-31.7%	29.8%&35.3%	21.1%&11.9%	CN1CC(=O)N=C1N
27	1.1	x	-3.3%	-13.5%	-14.7%	x	-10.5%	59.8%[activator]	-8.3%	Cc1cc(C)cc(OCC(=O)N(Cc2ccco2)Cc2ccccc2Cl)c1
28	3.2	-8.6%	-1.3%	0.5%	3.3%	-7.7%	-20.2%	37.0%	10.2%	COCCCN1CC(=O)N2Cc3[nH]c4ccccc4c3C[C@H]2C1=O
29	2.1	-4.6%	-4.6%	1.2%	-5.0%	7.3%	-22.7%	33.1%	-6.9%	COc1ccccc1CN1CCC(CNC(=O)c2cnn(-c3ccccc3Cl)c2C2CCN(C(=O)OC(C)(C)C)CC2)CC1
30	-3.3	12.5%	8.9%	-0.6%	-0.1%[57.1 µM]	1.1%	-0.2%	31.4%	-0.8%[57.1 µM]	O=C(CSc1nnc(-c2ccc(Cl)cc2)c(-c2ccc(Cl)cc2)n1)NC1CCCC1

3 entries drawn at random from the list so far, as already listed:
No.	PI4K2A block	PGK inhibitor	Pin1 inhibitor	GLS inhibitor	TrxR1 substrate	mIDH1 inhibitor	USP1-UAF1 inh	HP1b binding inh	TrxR1 inh	Compound
16	-4.1	-1.4%	-4.3%	2.7%	-20.9%	9.1%	-22.7%	u	-18.9%	Cc1sc(N)c(C(=O)c2ccccc2Cl)c1C
22	5.7	-11.1%	-6.0%	1.2%	4.1%	-1.5%	-9.7%	32.8%	29.7%	O=C(CCc1ccccc1)Nc1cccnc1Cl
28	3.2	-8.6%	-1.3%	0.5%	3.3%	-7.7%	-20.2%	37.0%	10.2%	COCCCN1CC(=O)N2Cc3[nH]c4ccccc4c3C[C@H]2C1=O

New compounds follow:
No.	PI4K2A block	PGK inhibitor	Pin1 inhibitor	GLS inhibitor	TrxR1 substrate	mIDH1 inhibitor	USP1-UAF1 inh	HP1b binding inh	TrxR1 inh	Compound
31	4.0	-1.2%	-9.0%	10.4%	-10.0%	-1.6%	-22.8%	20.0%	-3.5%	Cc1ccccc1N=C1c2ccccc2C(=O)C1[N+](=O)[O-] (centres undefined)
32	-2.1	-2.0%	2.7%	-0.5%	8.5%[57.1 µM]	2.1%	-0.3%	9.8%	8.4%[57.1 µM]	CCC(c1nnnn1CCOC)N1CCN(c2cccc(C(F)(F)F)c2)CC1 (centres undefined)
33	-2.2	-5.6%	-3.5%	-2.0%	-3.5%	0.3%	-24.6%	44.0%[activator]	-2.5%	c1ccc(Oc2nnc(-c3cccs3)c3ccccc23)cc1
34	-3.6	-8.6%	0.2%	-21.9%	-9.3%	2.9%	8.4%	18.0%	22.9%[57.1 µM]	CC1=NNC(=O)C1CC(=O)N/N=C/c1sccc1C (centres undefined)
35	-3.8	-3.7%	-4.5%[230 µM]	2.0%	-0.6%	1.2%	-21.0%	46.7%[activator]	16.9%	CC(=O)N1CCN(S(=O)(=O)c2ccc3c(c2)CC(=O)N3)CC1
36	7.7	-9.2%	1.4%	-9.7%	7.9%[57.1 µM]	10.4%	-8.1%	11.7%	8.8%[57.1 µM]	Cc1ccc(C)c(NS(=O)(=O)c2c(C)ccc3nsnc23)c1
37	-2.5	-0.6%	1.4%	4.1%	-12.8%	-1.7%	-7.2%	7.2%	-9.3%	CCn1c(SCCOc2ccc(OC)cc2)nnc1C(CO)NC(=O)c1ccc(OC)cc1 (centres undefined)
38	-1.4	-7.6%	-1.5%	61.8%[activator]	3.7%[57.1 µM]	1.5%	-9.1%	10.0%	2.51µM*	O=[N+]([O-])c1ccc(/C=N/N=C/c2ccc([N+](=O)[O-])o2)o1
39	-6.5	u	85.8%[activator]	3.4%	12.2%[57.1 µM]	10.6%	-18.9%	14.2%	35.8%[57.1 µM]	CC(=O)c1sc(NC(=O)COc2ccc(C(C)C)c(C)c2)nc1C

Bioassay records: PubChem BioAssay, National Center for Advancing Translational Sciences (NCATS)
